TLR4 MyD88 comp: TLR4-MyD88 interaction inhibition in cells; O00206+Q99836; HeLa CL3-4 TLR4/MyD88 BLA complementation, FRET ratio; inhibition, % at 8.4 µM; 200,000 tested, 0.18% active; AID 861; in the data active = inhibition above about 25%;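 note: 0% = vehicle and 100% = reference inhibitor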
PPARg SRC-3 ag: promotes SRC-3 coactivator recruitment by human PPARgamma | P37231 | biochemical PPARgamma/SRC-3 coactivator recruitment assay | activation, % at 8 µM | 200,000 tested, 0.26% active; in the data active = activation above about 23%;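 note: 0% = DMSO and 100% = reference agonist; some compounds past the cut are filed as inactive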
Target sequence (P37231 whole entry, looked up): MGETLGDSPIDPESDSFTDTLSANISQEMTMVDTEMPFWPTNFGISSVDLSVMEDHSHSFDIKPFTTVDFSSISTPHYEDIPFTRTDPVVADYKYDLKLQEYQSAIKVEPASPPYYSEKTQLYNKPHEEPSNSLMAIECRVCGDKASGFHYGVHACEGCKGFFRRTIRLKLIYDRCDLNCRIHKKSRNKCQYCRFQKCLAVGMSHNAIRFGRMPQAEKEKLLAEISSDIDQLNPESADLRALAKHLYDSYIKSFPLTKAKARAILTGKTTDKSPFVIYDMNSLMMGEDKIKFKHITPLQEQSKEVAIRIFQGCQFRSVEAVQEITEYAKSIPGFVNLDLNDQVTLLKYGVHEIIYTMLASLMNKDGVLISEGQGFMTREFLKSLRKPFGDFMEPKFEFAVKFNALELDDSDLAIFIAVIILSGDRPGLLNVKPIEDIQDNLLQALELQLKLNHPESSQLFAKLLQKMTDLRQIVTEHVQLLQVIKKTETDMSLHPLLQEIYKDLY
ROMK primary: modulates human ROMK potassium channel activity. P48048. Tet-inducible ROMK, thallium flux fluorescence; actives lie on both sides. B-score at 10 µM. 130,000 tested, 2% active;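 active = signal ratio slope over the read window, or its plate-corrected B-score, at least 3 SD from the plate mean, either direction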;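 note: B-score of the F/F0 ratio slope over 7 to 12 s after thallium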
Target sequence (P48048 whole entry, looked up): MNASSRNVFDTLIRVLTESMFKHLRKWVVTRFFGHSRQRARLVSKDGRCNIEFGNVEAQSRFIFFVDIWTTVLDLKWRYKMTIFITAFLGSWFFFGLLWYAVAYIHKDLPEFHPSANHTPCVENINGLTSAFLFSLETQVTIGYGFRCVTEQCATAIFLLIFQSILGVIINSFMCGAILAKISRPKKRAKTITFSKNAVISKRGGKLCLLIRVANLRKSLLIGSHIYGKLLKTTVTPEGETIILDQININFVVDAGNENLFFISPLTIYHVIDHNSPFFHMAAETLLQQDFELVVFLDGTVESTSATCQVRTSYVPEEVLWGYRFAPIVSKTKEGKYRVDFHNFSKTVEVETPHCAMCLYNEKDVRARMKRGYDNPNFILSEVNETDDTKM
RAM inhibit: blocks the yeast RAM network | S. cerevisiae dse1pr::URA3 reporter, 5-FOA growth OD615, 2 d; analog-sensitive cbk1-as2 kinase mutant strain | 190,000 tested, 1.8% active | AID 868 | inhibition, % at 50 µM;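 active = inhibition above a set limit, 3 SD over mean compound inhibition, cut at about 8.4% in these data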;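 note: 0% = DMSO-only wells with no growth and 100% = 10 µM 1-NA-PP1 full growth; inhibition rescues growth on 5-FOA so higher OD means more RAM inhibition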
STAT1 inh: inhibitors of IFN-gamma induced STAT1 signaling | inhibition, % at 5.5 µM | AID 920 | 200,000 tested, 0.35% active | NIH 3T3 STAT1-luciferase reporter, luminescence;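 active = inhibition above a set limit, the mean inhibition across all tested compounds plus 3 SD, cut at about 34% in these data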;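 note: 0% = IFN-gamma with DMSO and 100% = IFN-gamma with 300 µM nifuroxazide; values of inactives mirror those of a sister screen read the other way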
SRC2 TRFRET art: TR-FRET artefact, counter-screen to PPARgamma/SRC-2 agonist assay; stronger effect = higher value; TR-FRET ratio at 8 µM; 200,000 tested, 0.4% active; AID 1049; in the data active = TR-FRET ratio above about 2000; note: inactives centre near 1500
PPARg SRC1 recr: promotes SRC-1 coactivator recruitment by human PPARgamma. 200,000 tested, 0.41% active. activation, % at 8 µM. PPARgamma-SRC-1 coactivator recruitment biochemical assay; in the data active = activation above about 19%;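 note: 0% = DMSO and 100% = reference agonist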
STAT3 inh: STAT3 signaling inhibition. inhibition, % at 5.5 µM. 190,000 tested, 0.89% active. U3A cells, IL-6 STAT3-luciferase reporter, luminescence; host cell line lacks STAT1;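 active = inhibition above the mean inhibition across all screened compounds plus 3 SD, cut at about 44% in these data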;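 note: 0% = DMSO only wells and 100% = 100 µM nifuroxazide control wells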
STAT3 activator: activators of IL-6 induced STAT3 signaling; U3A cells, IL-6 STAT3-luciferase reporter, luminescence; 100% = signal with IL-6 EC80 alone; activation (% of control), % at 5.6 µM; 190,000 tested, 0.91% active;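 active = activation above the screen-wide mean of compound activation plus 3 SD, cut at about 130% in these data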;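 note: 0% = background luminescence of wells with medium and substrate only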
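Assay system – human STAT1-deficient U3A cells with stable STAT3-luciferase reporter · Also added – IL-6 (33 ng/mL) · Schedule – compound 1 h, then IL-6 6 h at 37 °C · Technique – reporter luminescence signal · Evaluation – % activation versus median of IL-6-stimulated wells · Benchmarks – IL-6-only wells as 100% reference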
S1P3 antag: antagonists of human S1P3 receptor | inhibition, % at 4.98 µM | CHO S1P3 NFAT-BLA reporter, FRET fluorescence, antagonist mode | AID 485 | 170,000 tested, 0.27% active;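 active = inhibition above the plate cutoff, the mean inhibition of test wells on that plate plus 3 SD, cut at about 28% in these data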;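 note: cells challenged with S1P at its EC80 of 0.8 µM; blue over green emission ratio from cleaved BLA substrate after 4 h stimulation; 0% = S1P-stimulated wells and 100% = unstimulated DMSO-only wells; some compounds past the cut are filed as inactive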
PPARg SRC-2 ag: agonists of SRC-2 recruitment by human PPARgamma; AID 1032; PPARgamma LBD-SRC-2 recruitment, biochemical; activation, % at 8 µM; P37231; 200,000 tested, 0.34% active; in the data active = activation above about 22%;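 note: 0% = vehicle and 100% = reference agonist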
Starred values were filed as active, the others as inactive; . = not tested or not shown.

SMILES	TLR4 MyD88 comp	PPARg SRC-3 ag	ROMK primary	RAM inhibit	STAT1 inh	SRC2 TRFRET art	PPARg SRC1 recr	STAT3 inh	STAT3 activator	S1P3 antag	PPARg SRC-2 ag
c1ccc2nc(-c3nc4ccccc4[nH]3)ccc2c1	4	0	-0.49	0.9	39*	1723	7	83*	34	19	8
Cc1cccc(N2C(=O)C3C4CC(=O)C(c5ccccc54)C3C2=O)c1C (configuration not stated)	-6	0	-0.32	-0.5	-4	1450	-14	3	104	-40	-6
CSc1nc2ncc(-c3ccsc3)c(N)n2n1	3	-2	-0.91	2.7	-1	1693	0	16	90	0	1
COC(=O)[C@H](C)NC(=O)Nc1ccc(C)c(C)c1	-12	-15	-0.31	2.9	-3	1323	1	1	103	-5	1
Cc1ccnc2nc(C(=O)OCC(=O)N(CC(C)C)CC(C)C)nn12	-2	4	0.2	0.6	-5	1564	15	5	103	-4	-4
COc1ccc(-c2nc3cnccn3c2Nc2ccc(C)cc2)cc1	-4	5	.	0.5	0	1594	8	15	92	.	12
O=C(Nc1cccc(Cl)c1)/C(=C\c1cccnc1)NC(=O)c1ccco1	-3	2	0.54	-0.4	9	1552	-2	-1	109	1	2
N#C/C(=C(\O)CCl)c1nnc2n1CCCCC2	7	2	1.5	-0.1	-16	1433	1	4	98	.	-2
Cc1ccccc1Cn1c(=O)n(CCC(=O)NCc2ccc3c(c2)OCO3)c(=O)c2ccccc21	6	-5	-0.34	0.7	-3	1407	1	6	100	.	8
O=C(N/N=C/c1c(O)n(-c2ccc(Cl)cn2)c(=O)c2ccccc12)c1ccncc1	13	7	.	5.3	12	1584	4	21	85	-30	9
C=C(C)c1cccc(C(C)(C)NC(=O)Nc2ncccn2)c1	1	2	0.0061	1.8	-1	1559	-1	7	98	-17	6
Cc1cc(C)c(OCCCON2C(=O)CCC2=O)c(Br)c1	16	-1	-1.1	0.9	-6	1461	-10	0	104	-15	8
CC(=O)Nc1sc(N/N=C\c2ccco2)nc1-c1cccs1	-12	2	0.2	0.5	-8	1689	10	-20	119	20	2
O=[N+]([O-])c1ccc(/C=N/NS(=O)(=O)c2ccc(Cl)cc2)o1	6	-1	-0.33	-1.2	6	1493	3	3	99	3	2
Cc1ccc(NC(=O)CCC(=O)OCC(=O)c2ccc(Oc3ccc([N+](=O)[O-])cc3)cc2)cc1	-1	3	-0.23	6.0	-9	1464	-1	3	101	3	5
O=C(CCn1ccnc1)Nc1ccc2ccccc2c1	-6	3	-0.94	0.9	-6	1840	9	3	99	9	7
O=C(NCCCCO)c1ccc2c3c(cccc13)CC2	-4	5	0.78	1.8	-2	1446	9	2	102	-11	5
Cc1ccc(COc2ccc(/C=N/O)cc2)cc1	-1	-3	-1	-0.1	-86	1636	-1	-13	108	-6	1
O=C(Cc1ccc([N+](=O)[O-])cc1)Nc1cccc(C(F)(F)F)c1	-5	2	.	0.1	1	1468	-5	12	87	7	3
CCC(CC)C(=O)NCCc1ccc(F)cc1	-5	1	-0.4	2.5	2	1623	0	5	100	.	7
COc1ccccc1NC(=O)CSC1CC(=O)N(c2ccc3c(c2)OCO3)C1=O (configuration not stated)	13	10	.	0.8	3	1534	2	9	95	3	10
CCC(C)(C)n1nnnc1C(C(C)C)N1CCN(C)CC1 (configuration not stated)	10	-14	0.99	0.3	-4	1487	2	9	97	-45	-6
Cc1ccc(S(=O)(=O)c2ccc(Cl)cc2)cc1S(=O)(=O)N1CCN(C)CC1	-5	1	-0.16	0.7	6	1411	-1	10	96	.	-2
CC(C)C(=O)N1CCN(c2ccccc2NC(=O)c2cccc(Cl)c2)CC1	-5	6	.	1.9	3	1609	0	13	92	.	-3
CC1Cn2c(nc3sc4c(c3c2=O)CCC4)N1CCO (configuration not stated)	-6	-4	-0.7	2.7	-7	1708	3	4	100	-20	6
CCn1c(SCc2ccc(C(=O)OC)o2)nc2sc3c(c2c1=O)CCCC3	0	9	-0.34	1.1	5	1621	7	5	104	-15	4
Cc1cccc(N(C(=O)CCC(=O)Nc2nccs2)C(C(=O)NC(C)(C)C)c2ccc(O)cc2)c1 (configuration not stated)	0	1	-0.7	1.9	0	1582	-4	-3	107	-3	3
OC(COCc1ccccc1)CN1CCc2ccccc2C1 (configuration not stated)	-6	-5	-1.6	0.7	1	1504	-8	-10	106	-4	-1
O=S(=O)(c1cccs1)N1CCc2ccccc2C1	5	-8	0.2	0.6	-1	1481	-1	-5	107	0	-5
O=S(=O)(c1ccc(F)cc1)n1ccc(-c2cccc(OCc3ccc(Cl)cc3Cl)c2)n1	-2	12	.	12*	6	1502	6	2	100	.	7
CCN=C1S/C(=C\c2cc(Br)ccc2OCC(=O)OCC)C(=O)N1CC	-3	-4	-0.5	12*	-1	1500	0	-13	108	-13	0
O=C(N/C(=C\c1cccnc1)C(=O)N1CCOCC1)c1ccco1	2	-1	0.5	1.4	6	1836	1	5	101	-17	8
COc1ccc(C(CC(=O)O)NC(=O)Cc2ccccc2)cc1 (configuration not stated)	-3	-3	-0.21	0.5	0	1501	2	5	101	-7	2
Cc1cccc(NC(=O)CN2C(=O)S/C(=C\C(=O)Nc3ccc(Cl)cc3)C2=O)c1	-8	0	0.74	6.2	10	1558	-3	1	99	-10	7
Cc1cc(C)c(-c2cc(NC(=O)COC(=O)c3ccc(C#N)cc3)n(-c3ccccc3)n2)cc1C	-6	0	0.1	4.1	-3	1662	-1	-12	111	-2	-3
Cc1ccc(-n2c(C)cc(/C=N/NC(N)=S)c2C)cc1	11	0	.	1.7	-23	1497	11	-12	108	9	-13
Cc1cccc(C)c1NC(=O)c1ccc([N+](=O)[O-])s1	-6	2	.	2.2	2	1501	-3	-4	102	-20	-5
Cc1ccc(OCc2nc(-c3cccs3)no2)c([N+](=O)[O-])c1	-5	2	-1.4	8.7*	0	1645	8	50*	61	12	7
CC(C)(C)c1cc(N)n2nc(C(C)(C)C)cc2n1	16	1	-0.044	2.0	-6	1508	-8	-6	112	3	3
CCOC(=O)C1CCCN(C(=O)Cn2nc(CC)n3c(cc4sccc43)c2=O)C1 (configuration not stated)	-2	1	.	-0.1	-1	1688	2	14	96	1	8

Among those listed so far, these contain an aryl methoxy group:
SMILES	TLR4 MyD88 comp	PPARg SRC-3 ag	ROMK primary	RAM inhibit	STAT1 inh	SRC2 TRFRET art	PPARg SRC1 recr	STAT3 inh	STAT3 activator	S1P3 antag	PPARg SRC-2 ag
COc1ccc(-c2nc3cnccn3c2Nc2ccc(C)cc2)cc1	-4	5	.	0.5	0	1594	8	15	92	.	12
COc1ccccc1NC(=O)CSC1CC(=O)N(c2ccc3c(c2)OCO3)C1=O (configuration not stated)	13	10	.	0.8	3	1534	2	9	95	3	10
COc1ccc(C(CC(=O)O)NC(=O)Cc2ccccc2)cc1 (configuration not stated)	-3	-3	-0.21	0.5	0	1501	2	5	101	-7	2

(further entries)
SMILES	TLR4 MyD88 comp	PPARg SRC-3 ag	ROMK primary	RAM inhibit	STAT1 inh	SRC2 TRFRET art	PPARg SRC1 recr	STAT3 inh	STAT3 activator	S1P3 antag	PPARg SRC-2 ag
Cn1c(SCC(=O)C(C)(C)C)nnc1-c1ccncc1	12	2	-0.17	4.3	-3	1562	0	9	98	.	4
CN(C(=O)CSc1nnc(Nc2ccccc2)s1)c1c(N)n(Cc2ccccc2)c(=O)[nH]c1=O	7	-2	0.18	0.3	-1	1373	-1	-2	107	.	1
COC(=O)c1ccccc1NC(=O)C1CC(=O)N(c2ccc(C)c(C)c2)C1 (configuration not stated)	-4	1	0.6	0.0	4	1586	5	13	90	.	-2
Cc1ccc(S(=O)(=O)CC(=O)Nc2ccc(S(=O)(=O)Nc3ccccn3)cc2)cc1	-11	2	0.48	1.6	5	1574	5	10	99	2	-8
N#Cc1c(NC(=O)CN2CCCCC2)sc2c1CCC2	24	8	-0.0076	0.2	-8	1559	3	2	101	-15	0
Cc1cc[n+](CC2OCc3ccccc3CO2)cc1	-14	-3	0.033	2.6	5	1677	2	6	99	5	-2
O=C(CSc1nnc(COc2ccccc2)n1Cc1ccco1)Nc1ccc2c(c1)OCCO2	7	-12	.	7.3	2	1396	-4	-1	101	-1	4
Cc1cc(C)cc(N(C(C)C(=O)NCc2ccc3c(c2)OCO3)S(C)(=O)=O)c1 (configuration not stated)	-9	4	-0.69	1.1	-6	1771	4	8	98	7	10
Cc1ccccc1OCCn1cc(/C(N)=N/O)c2ccccc21	1	5	-0.97	0.9	14	1535	-2	4	102	.	7
Cc1ccc(-n2c(-c3ccncc3)n[nH]c2=S)c(C)c1	-2	0	1.3	2.1	6	1370	-6	0	104	-18	2
O=c1[nH]cnc2scc(-c3ccccc3)c12	3	5	.	0.6	5	1613	2	7	97	.	0
CCCCOC(=O)c1ccc(N2C(=O)CC(N3CCN(C/C=C/c4ccccc4)CC3)C2=O)cc1 (configuration not stated)	3	-1	-2.1	0.9	-6	1330	3	34	76	-9	4
COc1nc(NCc2cccnc2)nc(OC)n1	9	5	.	1.5	0	1688	-1	2	102	-45	3
Cc1ccc(SCCC(=O)NCc2ccncc2)cc1	-1	2	0.76	0.8	2	1587	-1	13	94	1	-2
Cc1cccc(C)c1NC(=O)C1(NC(=O)Cn2cccc([N+](=O)[O-])c2=O)CCCCC1	-4	5	1.3	1.5	4	1614	1	-3	103	-2	6
CCOc1ccc(S(=O)(=O)N/N=C(\C)c2ccc(OC)cc2OC)cc1	8	-2	0.55	0.5	4	1544	0	4	107	-6	-5
CCCn1c(SCC(=O)N2CCCCC2)nnc1C(C)C	-3	0	0.11	1.1	-3	1724	12	-1	103	-19	10
O=C1c2ccccc2NC(c2ccccc2)N1/N=C/c1ccccc1 (configuration not stated)	8	6	.	0.8	-14	1637	4	18	89	.	11
COc1cc(OC)c(S(=O)(=O)NCc2ccco2)cc1S(=O)(=O)NCc1ccco1	0	-5	0.091	-0.6	3	1529	1	-4	105	-6	4
COc1ccc(-c2cc(-c3cccs3)c(C#N)c(SCC(=O)NCc3ccccc3)n2)cc1	8	5	.	6.3	-6	1693	39*	1	101	.	6
O=C(NCCCn1ccnc1)/C(=C/c1cccs1)NC(=O)c1ccco1	-11	-3	0.0043	-0.9	1	1467	-6	-5	106	-21	-3
O=S(=O)(c1ccc(Cl)cc1)N1CCN(C(=S)Nc2ccccc2F)CC1	5	4	0.72	1.0	11	1520	6	-6	106	5	-7
O=C(NNS(=O)(=O)c1ccc2ccccc2c1)C1CCN(Cc2ccccc2)CC1	9	-6	.	0.1	-3	1363	6	0	103	.	6
CCOC(=O)C1=C(C)NC(SCC(N)=O)=C(C#N)C1c1cccs1 (configuration not stated)	-8	-1	.	1.4	2	1434	-8	3	101	.	-6
CCOC(=O)Cc1nc(-c2cccc(C(F)(F)F)c2)no1	4	-4	-0.38	-1.3	-3	1651	-12	10	97	-2	-1

From PubChem
